Vif-APOBEC3G blk: blocks the Vif interaction with human APOBEC3G; hit rate 0.076% among 410,000; HeLa A3G-eYFP + Vif (tagged APOBEC3G with the HIV-1 protein that degrades it), YFP fluorescence, overnight; Q9HC16; Potency, µM (top dose mostly 46.1 µM), for inactives: top-dose activity, negative = active, hits mostly inhibitors;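 also: potency is read from the fitted curve at half-maximal effect; % is scaled to controls: 0 for no effect and ±100 for the full control effect; nearly all actives have a fitted effect of over 60% in size; hits raise eYFP signal because A3G escapes Vif-driven loss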
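HeLa cells stably expressing Vif and C-terminally eYFP-tagged A3G, seeded overnight at 37 deg C, then exposed to compound by pintool overnight at 37 deg C. Rise in yellow fluorescence (Ex 488/Em 500-530, Acumen) marks blocked Vif-driven A3G degradation.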
GRP78 ERSR act: inducers of ER stress response in human glioma cells; U87-MG GRP78 promoter luciferase reporter, 16 h; Potency, µM, inactives show at the top dose activation, actives largely listed as activators; hit rate 0.02% among 420,000; also: potency is read from the fitted curve at half-maximal effect; series mostly up to about 76 µM; % of control where 0% means no effect; nearly all actives have a fitted effect of over 35% in size
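ERSR induction read as luciferase luminescence (Bright-Glo, 10 min at room temperature) in stably transfected human U87-MG glioma cells exposed to compounds for 16 h, using GRP78 as sensor.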
LDHA inh: LDHA (human) enzyme inhibition; P00338; purified LDHA, NADH/diaphorase-resazurin fluorescence; hits give low values; activity change, % (values are at about 110 or 230 µM); hit rate 0.15% among 480,000; AID 1347041; in the data active = activity change below about -30%; inconclusive = mostly about -25% to -30%;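 also: plate controls were DMSO wells for no effect and wells without enzyme for full effect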
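Remaining NADH was detected by diaphorase (0.133 mg/mL) converting 37 µM resazurin to fluorescent resorufin, read at 0 and 20 minutes. The preceding 5-minute room-temperature reaction used 2 nM LDHA, 0.2 mM sodium pyruvate and 0.06 mM NADH at pH 7.4.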
12-LOX inh: ALOX12 (human) lipoxygenase inhibition; P18054; purified 12hLO, xylenol orange hydroperoxide absorbance; Potency, µM (doses to about 108 µM), inactives show top-dose activity change, negative = inhibition, most hits filed as inhibitors; hit rate 1.1% among 580,000; AID 1671190; also: potency is read from the fitted curve at half-maximal effect; % is scaled to controls: 0 for no effect and ±100 for the full control effect
Target sequence (P18054 whole entry, looked up): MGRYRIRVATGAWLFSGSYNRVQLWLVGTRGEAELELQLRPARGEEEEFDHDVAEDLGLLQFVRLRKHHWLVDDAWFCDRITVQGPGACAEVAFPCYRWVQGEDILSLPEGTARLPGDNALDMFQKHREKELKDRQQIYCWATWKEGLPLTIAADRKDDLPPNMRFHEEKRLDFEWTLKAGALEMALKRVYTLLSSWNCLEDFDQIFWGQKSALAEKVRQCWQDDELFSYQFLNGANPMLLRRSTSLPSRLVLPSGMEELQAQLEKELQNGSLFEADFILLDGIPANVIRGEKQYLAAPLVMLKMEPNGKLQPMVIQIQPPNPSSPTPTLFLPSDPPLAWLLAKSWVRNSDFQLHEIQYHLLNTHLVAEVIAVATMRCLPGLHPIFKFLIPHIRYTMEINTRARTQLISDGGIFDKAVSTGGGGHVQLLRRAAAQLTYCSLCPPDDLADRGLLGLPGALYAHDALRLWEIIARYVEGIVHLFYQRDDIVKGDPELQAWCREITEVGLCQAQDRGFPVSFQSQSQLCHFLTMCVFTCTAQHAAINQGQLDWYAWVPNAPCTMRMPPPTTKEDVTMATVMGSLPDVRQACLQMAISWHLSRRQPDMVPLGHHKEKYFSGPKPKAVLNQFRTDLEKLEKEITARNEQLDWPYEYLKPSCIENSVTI
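Purified human 12hLO (150 nM final) in 25 mM Hepes, 0.01% Triton X-100, pH 7.0 was preincubated 15 min at room temperature with compound. Then 40 uM arachidonic acid was added, 30 min. Hydroperoxide was read by Fe-XO absorbance ratio 573/405 nm.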
Vif-APOBEC3F blk: Vif-A3F binding inhibition | HeLa A3F-eYFP + Vif (tagged APOBEC3F with the HIV-1 protein that degrades it), YFP fluorescence increase | Potency, µM (highest dose often 46.1 µM), without a hit: at the highest dose activity, negative = active | hit rate 0.2% among 390,000 | AID 602313; also: potency is read from the fitted curve at half-maximal effect; % of control where 0% means no effect; nearly all actives have a fitted effect of over 65% in size
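HeLa cells stably expressing Vif plus C-terminally eYFP-tagged A3F were seeded, incubated overnight at 37 deg C, dosed with compound, incubated overnight again at 37 deg C. Yellow fluorescence (Ex 488/Em 500-530) reported blocked Vif-mediated A3F-eYFP degradation.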
D2 agonist: activates the human D2 dopamine receptor; AID 485358; HEK293 T-REx D2 cells, calcium flux agonist mode; activation, % at 2 µM; hit rate 0.53% among 340,000; P14416;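 active = activation over 3 SD above normal in the single-dose calcium agonist read, cut at about 30% in these data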; also: 0% is about no effect
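Agonism is scored from calcium flux in a force-coupled, inducible HEK293 cell line expressing D2, read kinetically for 180 s after compound addition against dopamine controls.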
RGS4 inhibitor: inhibitors of human regulator of G protein signaling 4 | P49798 | Transcreener GDP fluorescence polarization, RGS4-accelerated GTP hydrolysis | Potency, µM (highest dose often 114 µM), for the others: at the highest dose activity change, negative = inhibition, most hits filed as inhibitors | hit rate 0.039% among 390,000; also: potency is read from the fitted curve at half-maximal effect; % is scaled to controls: 0 for no effect and ±100 for the full control effect; nearly all actives have a fitted effect of over 75% in size; some results filed as inactive show a strong effect at the top dose
Target sequence (P49798 whole entry, looked up): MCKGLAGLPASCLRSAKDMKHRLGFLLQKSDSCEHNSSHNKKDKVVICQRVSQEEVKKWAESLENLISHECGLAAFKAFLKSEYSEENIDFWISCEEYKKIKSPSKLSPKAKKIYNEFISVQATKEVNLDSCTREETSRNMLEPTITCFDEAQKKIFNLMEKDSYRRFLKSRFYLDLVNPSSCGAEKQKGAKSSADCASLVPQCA
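MLSMR compounds (23 nl, pin-transferred) preincubated 10 min at room temperature with a 500nM (2x) first reagent, then RGS4 at 900nM (2x) plus Transcreener GDP mix added; fluorescence polarization (620/688 nm) read before and after 90 min at 30 °C.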
ERG Ets-DNA blk: blocks human ERG Ets domain binding to DNA; Potency, µM (highest dose often 76.9 µM), inactives show at the top dose FP activity, negative = inhibition, most hits filed as inhibitors; fluorescence polarization, His-ERG Ets domain / labelled DNA; hit rate 0.028% among 370,000; active = well fitted inhibition curve with a large enough effect in the polarisation, with a control signal flat; inconclusive = small, poorly fitted or top-dose-only effect, or effect the other way, or a change in a side signal; inactive = no such curve, though single readings can be large or run the other way; the % refers to the polarisation;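 also: polarization taken with two DNA probes labelled with fluorescein and Texas red; potency is read from the fitted curve at half-maximal effect; % of control where 0% means no effect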
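His-tagged ERG Ets domain (1 uM in the protein solution; 300mM KCl, 50mM Tris-HCl, 1mM EDTA, 1mM DTT, pH 7.5) received compound, then a probe mix of 5 nM fluorescein-DNA and 100nM Texas-615-DNA. Fluorescence polarization was read for both dyes.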
D2 antagonist: antagonizes the human D2 dopamine receptor; P14416; HEK293 TREx D2 cells, calcium flux, dopamine EC80; inhibition, % at 10 µM; hit rate 2% among 340,000; AID 485344; in the data active = inhibition above about 30%; also: 0% is about no effect
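In this primary screen, negative modulation is detected by tracking calcium flux after an EC80 dopamine challenge in inducible HEK293 T-REx D2 cells preexposed to test compound for 180 s.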
Numbers without * were called inactive; ? = inconclusive; / = not tested or not shown; & = joins results of further samples; [ ] = another dose, or the depositor's remark. Unless noted, calls follow the shape of the dose curve; as a rule, active = well fitted curve in the direction sought with a large enough effect; inconclusive = small, poorly fitted or top-dose-only effect, or another doubt; inactive = no such curve, though single readings can be large; an effect the other way counts as inactive or inconclusive.

Under each structure – Vif-APOBEC3G blk	GRP78 ERSR act	LDHA inh	12-LOX inh	Vif-APOBEC3F blk	D2 agonist	RGS4 inhibitor	ERG Ets-DNA blk	D2 antagonist
> COc1ccc(/C=C/C(=O)NCC2COc3ccccc3O2)cc1OC (stereo not drawn)
    0%	0%	-2	3%	1%	-0.5	1%	1%	-18
> CCCCCn1nc(C)c2c(C)cc(=O)[nH]c21
    2%	3%	-2	15%	-5%	-0.5	9%	3%	-23
> CC(=O)N1c2ccc(S(=O)(=O)N3c4ccccc4CC3C)cc2CC1C (stereo not drawn)
    0%	-5%	-5	3%	0%	0.0	12%	-9%	-3
> O=C(CCCOc1ccccc1)Nc1ccccc1C(F)(F)F
    3%	0%	-6	-25%	2%	-0.6	-29%	-4%	7
> CCC(=O)NC(=S)Nc1cccc(NC(=O)c2ccccc2)c1
    -8%	-7%	-6	-12%	-1%	0.1	-18%	5%	-16
> COc1ccc(CNC(=O)C(C)NCc2ccccc2Cl)cc1 (stereo not drawn)
    1%	-4%	-3	24%	11%	-0.2	3%	-13%	2
> O=C(COC(=O)CC12CC3CC(CC(Br)(C3)C1)C2)NC(=O)NCc1ccco1
    1%	-1%	-12	?	4%	0.4	-35%	4%	4
> COc1ccc(S(=O)(=O)Cc2ccc(C(=O)N3CCN(c4cccc(C)c4)C(C)C3)o2)cc1 (stereo not drawn)
    -17%	-3%	-1	-1%	-1%	-1.8	0%	-6%	15
> O=CN1CCN(C(=O)Cc2ccc(Cl)cc2)CC1
    1%	0%	-7	-16%	0%	/	/	/	/
> CSCCC(NC(=O)c1ccccc1Cl)C(=O)N(C)CC(=O)Nc1ccc(N2CCOCC2)cc1 (stereo not drawn)
    0%	-3%	-1	-16%	-1%	0.0	3%	-4%	-9
> COCC(=O)N(C)C[C@H]1Oc2ncc(Br)cc2C(=O)N([C@@H](C)CO)C[C@H]1C
    1%	-1%	-8	?	-3%	/	/	/	/
> CCC(CC)C(=O)Nc1cccc(C(=O)N2CCCC2)c1
    -1%	-2%	-15	5%	0%	0.3	9%	/	-9
> COc1cc(OC)c(Nc2nc3ccc(C)cc3n3nnnc23)cc1Cl
    -5%	0%	3	?	-13%	0.7	-1%	5%	/
> CC(=O)c1ccc(NC(=O)CC(c2cccs2)N2Cc3ccccc3C2=O)cc1 (stereo not drawn)
    -14%	0%	1	-24%	-28%	-0.2	0%	-1%	/
> Cc1ccc(Nc2nnc(SCC(=O)c3cc4ccccc4o3)s2)cc1C
    -25%	0%	-5	?	-21%	-0.3	-38%	7%	11
> O=c1[nH]c(=O)n([C@H]2C[C@H](O)[C@@H](CO)O2)cc1F
    -5%	-3%&-4%&-3%&8%	-4	0%	1%	-2.6	3%	5%	5
> COC(=O)Oc1nsnc1N1CCOCC1
    1%	-2%	-5	?	-6%	-1.8	?	/	-39
> C=CCCCCCCCCC(=O)NN
    -2%	-2%	-7	8%[57.4 µM]	-6%	1.1	13%	/	2
> Cc1cccc(CN2C[C@]34C=C[C@@H](C[C@@H]3S2(=O)=O)O4)c1
    2%	0%	-3	-2%	0%	-1.5	10%	-2%	13
> COC(=O)c1ccccc1NC(=O)c1ccc(Cn2cc(Cl)cn2)o1
    -1%	-6%	-16	0%[57.4 µM]	-2%	1.3	4%	-8%	7
> COc1ccc(CNc2nc3c(c(=O)[nH]c(=O)n3C)n2Cc2ccccc2C)cc1
    ?	-5%	-17	?	-19%	-0.7	5%	0%	-2
> Cc1nc(C(=O)NCc2ccccc2)sc1C1(C)CC(c2ccccc2)=NO1 (stereo not drawn)
    -8%	-3%	-6	4%	-3%	1.7	5%	-3%	-2
> CC(C(=O)NCCc1ccccc1)N1c2cccc3cccc(c23)S1(=O)=O (stereo not drawn)
    -6%	-6%	3	0%	-12%	-0.3	-9%	-14%	3
> CCC(Sc1nnc(C)s1)C(=O)Nc1nccs1 (stereo not drawn)
    2%	-5%	-1	?	8%	-0.6	-10%	2%	11
> COc1ccc(C(=O)NCC2CCCN2S(=O)(=O)c2ccccc2)cc1OC (stereo not drawn)
    0%	-1%	1	10%	-3%	/	/	/	/
> CCCOC(=O)CCc1n[nH]c(=O)[nH]c1=O
    -1%	-5%	-4	25%	-2%	-0.1	13%	12%	-3
> CN(Cc1ccccc1)S(=O)(=O)c1ccc(Cl)c(C(=O)O)c1
    -6%	-8%	-10	-11%	-20%	-0.4	11%	-1%	-1
> CCOC(=O)N1CCC(NC(=O)c2cc(S(=O)(=O)NCCc3ccccc3)ccc2F)CC1
    4%	-5%	-5	11%	9%	/	-29%	-13%	/
> CCOC(=O)c1c(NC(=O)c2ccco2)sc(C(=O)N2CCCC2)c1C
    0%	-1%	-9	-4%	0%	/	-18%	-1%	/
> CCOC(=O)NCc1cc(-c2nn(C)c(=O)c3ccccc23)ccc1C
    -11%	1%	-3	7%	-1%	0.2	-26%	2%	1

The list goes on (five carried over from the part before).
Under each structure – Vif-APOBEC3G blk	GRP78 ERSR act	LDHA inh	12-LOX inh	Vif-APOBEC3F blk	D2 agonist	RGS4 inhibitor	ERG Ets-DNA blk	D2 antagonist
> CCCOC(=O)CCc1n[nH]c(=O)[nH]c1=O
    -1%	-5%	-4	25%	-2%	-0.1	13%	12%	-3
> CN(Cc1ccccc1)S(=O)(=O)c1ccc(Cl)c(C(=O)O)c1
    -6%	-8%	-10	-11%	-20%	-0.4	11%	-1%	-1
> CCOC(=O)N1CCC(NC(=O)c2cc(S(=O)(=O)NCCc3ccccc3)ccc2F)CC1
    4%	-5%	-5	11%	9%	/	-29%	-13%	/
> CCOC(=O)c1c(NC(=O)c2ccco2)sc(C(=O)N2CCCC2)c1C
    0%	-1%	-9	-4%	0%	/	-18%	-1%	/
> CCOC(=O)NCc1cc(-c2nn(C)c(=O)c3ccccc23)ccc1C
    -11%	1%	-3	7%	-1%	0.2	-26%	2%	1
> COc1ccc(CC(=O)OCC(=O)Nc2cccc(Cl)c2)cc1
    0%	0%	-8	1%	4%	-0.6	2%	0%	13
> COc1ccc(N2CCN(C(=O)c3cnc(N4CCCC4)nc3C)CC2)cc1
    /	/	0	-25%	/	-1.2	-7%	2%	/
> COc1ccc(OCC(=O)N2CCC(n3nccc3NC(=O)C3CC3)CC2)cc1
    3%	2%	-14	26%	-6%	/	26%	4%	/
> CCCOc1ccc(C2C(C(=O)c3ccc(C)o3)=C(O)C(=O)N2CCCn2ccnc2)cc1 (stereo not drawn)
    -8%	-2%	3	-23%	4%	/	-10%[11.4 µM]	7%	/
> COC(=O)CS(=O)(=O)c1ccsc1C(=O)Nc1ccc(F)cc1
    1%	-4%	1	1%	4%	0.4	16%	-6%	38*
> N#Cc1c(-c2ccccc2)oc(=O)c2ccccc12
    1%	-2%	2	0%	6%	1.3	-15%	-3%	9
> COc1ccc(CNC(=O)C2CCN(S(C)(=O)=O)CC2)cc1
    2%	-1%	-4	0%	-17%	-0.6	?	0%	25
> Cn1c(SCC(=O)NC2CCCC2)nnc1-c1ccncc1
    0%	-2%	-1	4%	4%	1.0	10%	4%	7
> O=C(Nc1ccccc1)c1cc(C2CCCN(C(=O)OCc3ccccc3)C2)on1 (stereo not drawn)
    -2%	4%	-7	9%	/	/	/	/	/
> COc1ccccc1CNc1cc(CSc2ccc(Cl)cc2)nc(C)n1
    -3%	-5%	-1	4%	4%	0.5	10%	-7%	-1
> COc1cc(NC(=O)c2cc(C)no2)cc(OC)c1OC
    -5%	?	-4	126%[activator]	25%	0.5	-15%	3%	-33
> COc1ccc(S(=O)(=O)N2CCOCC2)cc1NC(=O)COC(=O)C1COc2ccccc2O1 (stereo not drawn)
    1%	-4%	-4	15%	-5%	-0.4	-5%	-2%	-6
> CC(=O)CSc1nc(CCc2ccccc2)c(C#N)c(=O)[nH]1
    6%	-2%	-1	3%	?	/	-30%	-11%	/
> O=c1oc2ccccc2c(Nc2ccccc2)c1[N+](=O)[O-]
    ?	-11%	-6	25%	-17%	-0.8	-20%	-1%	10
> O=C(Nc1ccccc1)c1nc2ccccc2s1
    -10%	-9%	-2	-7%	?	0.1	5%	2%	0
> O=C(O)Cc1ccc(NC(=O)c2cnccn2)cc1
    0%	-7%	-2	0%	3%	-0.1	4%	-6%	-2
> COc1cccc(COC(=O)CSCC(=O)Nc2cccc(C)c2)c1OC
    3%	-3%	-3	-8%	-1%	-0.8	13%	3%	-5

Screening results: PubChem, National Center for Advancing Translational Sciences (NCATS)

Some of the compounds tested; the hit share may differ from the screen's.
